Screens as filed in PubChem BioAssay.
PME-1 Maybridge: inhibitors of human PME-1 in Maybridge library. Protein phosphatase methylesterase 1 (Homo sapiens), Q9Y570. recombinant PME-1, FP-Rh probe fluorescence polarization. inhibition, % at 9 µM. 16,000 compounds, 0.5% hits. AID 2291, 2010; in the data active = inhibition above about 30%
TLR4-MyD88 inh: inhibitors of human TLR4-MyD88 binding; Toll-like receptor 4 (Homo sapiens), O00206; Cell-based TLR4-MyD88 binding inhibition assay; inhibition, % at 10 µM; 16,000 compounds, 0.06% hits; AID 811, 2007; in the data active = inhibition above about 45%
Luminol counter: counter-screen for Nox1 inhibitors: inhibitors of luminol chemiluminescence | HRP/luminol/H2O2 chemiluminescence counterscreen | 16,000 compounds, 0.4% hits | inhibition, % at 6.7 µM; also: reference of the scale not given here
OPRK1 antag MB: antagonists of human kappa opioid receptor OPRK1, Maybridge library. 16,000 compounds, 0.4% hits. inhibition, % at 9 µM. OPRK1 cells, antagonist mode, fluorescence readout. Kappa-type opioid receptor (Homo sapiens), P41145. AID 652031, 2013; in the data active = inhibition above about 50%
S1P1 agonist: activates the human S1P1 receptor | S1P1 agonist cell-based reporter assay | AID 1044, 2008 | 16,000 compounds, 1.5% hits | activation, % at 4.5 µM; in the data active = activation above about 80%
Target sequence (P21453 whole entry, looked up): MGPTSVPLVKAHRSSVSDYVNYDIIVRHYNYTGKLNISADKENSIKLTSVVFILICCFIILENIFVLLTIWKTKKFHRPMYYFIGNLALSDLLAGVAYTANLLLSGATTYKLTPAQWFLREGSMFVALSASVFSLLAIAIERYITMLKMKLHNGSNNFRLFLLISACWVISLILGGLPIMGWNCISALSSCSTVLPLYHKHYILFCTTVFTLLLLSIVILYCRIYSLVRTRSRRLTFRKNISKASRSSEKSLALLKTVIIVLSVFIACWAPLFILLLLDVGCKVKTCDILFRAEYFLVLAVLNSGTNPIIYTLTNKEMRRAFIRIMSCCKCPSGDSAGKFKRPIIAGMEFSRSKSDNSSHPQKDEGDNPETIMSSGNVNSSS
Nox1 inh: inhibitors of human NADPH oxidase 1 (Nox1). Q9Y5S8. HT29 cells, luminol chemiluminescence ROS. inhibition, % at 6.7 µM. 16,000 compounds, 0.81% hits. AID 1792, 2009
NOTCH agonist: agonists of NOTCH signaling. activation, % at 2.5 µM. NOTCH signaling luciferase reporter cells, luminescence. 15,000 compounds, 0.4% hits; in the data active = activation above about 2.2%
rat GALR2 ag: agonists of rat galanin receptor 2 (GALR2) | Galanin receptor type 2 (Rattus norvegicus), O08726 | cell-based GALR2 agonist screen | activation, % at 10 µM | 16,000 compounds, 0.5% hits | AID 833, 2007; in the data active = activation above about 15%
Target sequence (O08726 whole entry, looked up): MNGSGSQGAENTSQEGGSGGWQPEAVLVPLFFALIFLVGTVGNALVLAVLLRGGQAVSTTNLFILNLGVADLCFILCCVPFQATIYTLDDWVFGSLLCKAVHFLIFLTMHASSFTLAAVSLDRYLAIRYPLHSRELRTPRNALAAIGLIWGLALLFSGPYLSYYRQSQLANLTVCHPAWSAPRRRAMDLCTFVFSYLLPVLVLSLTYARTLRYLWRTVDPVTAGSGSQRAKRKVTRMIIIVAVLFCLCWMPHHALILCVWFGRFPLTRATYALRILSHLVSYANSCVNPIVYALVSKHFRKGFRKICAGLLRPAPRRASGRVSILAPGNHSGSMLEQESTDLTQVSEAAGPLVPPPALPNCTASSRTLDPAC
The depositor's hits bear a star; · = no result given. Rule as the data show it, unless noted: active = inhibition above about 75%; inactive = the rest. Not a hit list. Share with any hit: about 4.4%.

molecule	PME-1 Maybridge	TLR4-MyD88 inh	Luminol counter	OPRK1 antag MB	S1P1 agonist	Nox1 inh	NOTCH agonist	rat GALR2 ag
FC(F)(F)c1ccccc1NC(=S)NNc1ccc(-c2csnn2)cc1	7	2	-42	0	10	45	-0.8	-3
COc1cccc2c1OCC(C#N)=C2	6	-7	-5	4	9	18	0.6	-7
CCOC(=O)Nc1cncc(Br)c1	-3	3	3	13	-4	-32	-0.9	-7
O=C(Nc1ccccc1)c1ncc[nH]1	0	2	-2	-2	-2	-16	0.7	-8
O=C(O)C(Cc1ccc([N+](=O)[O-])cc1)NS(=O)(=O)c1ccccc1 (stereo unspecified)	3	-5	2	-4	-10	-38	-0.3	-2
Cc1cc(NC(=S)NNC(=O)c2cccnc2Oc2ccccc2)ccc1Br	-1	2	3	2	30	-32	0.0	-4
CC(C)(C)n1cnnc1SCc1c(Cl)cccc1Cl	4	3	-2	10	15	10	0.1	-6
COC(=O)c1cnc(Sc2ccccc2NC(=O)c2cccs2)c([N+](=O)[O-])c1	8	-11	0	7	14	34	-1.2	-8
CC(CCC(C)OC(=O)c1ccccc1C(=O)O)OC(=O)c1ccccc1C(=O)O (stereo unspecified)	10	2	-2	60*	11	22	-0.2	0
Cc1nn(-c2ccccc2)nc1C(=O)NCC1CC1	-1	-3	3	-23	-14	-23	-0.1	-6
O=c1[nH]c(CN2CCCCC2)nc2ccccc12	5	-2	-4	10	1	27	0.1	-6
CC1CC(=O)NN=C1c1cccs1 (stereo unspecified)	-6	13	-4	9	-1	-2	0.2	-3
CSc1cc(-c2ccc(Cl)cc2)nc(-c2ccco2)c1	-16	17	3	4	34	-62	-0.5	-10
COc1cc(NC(=O)Nc2ccc(Cl)cc2)c(-n2c(C)ccc2C)cc1OC	74*	0	4	13	-11	-3	-0.9	-4
CC(=O)c1oc2nc3c(c(-c4ccc(Cl)cc4)c2c1N)CCc1ccccc1-3	1	3	3	0	0	-6	-0.3	-6
COc1cc(C2Nc3cccc4cccc(c34)N2)cc(OC)c1OC	5	7	2	16	-2	-35	0.0	-8
N/C(=N\OC(=O)c1cccs1)c1ccc2c(c1)CCO2	3	-2	2	-13	0	-41	-0.2	-7
Clc1ccc(OCc2ccsc2Cn2cccc2)cc1	1	3	-4	-9	-4	-31	0.8	-6
Cc1ccc(NC2C=CS(=O)(=O)C2)cc1 (stereo unspecified)	6	2	-34	26	8	10	-0.7	-7
COC(=O)c1c(-c2c(Cl)cccc2Cl)noc1NC(=O)NN(C)C	5	-5	-4	-16	-1	13	0.8	-9
CNC(=O)c1ccccc1Sc1cccc2cccc(C(=O)NC)c12	0	1	2	-6	2	-31	-0.9	-8
O=C(CSc1nc2ccccc2o1)N1CCC(n2cccc2)CC1	0	-8	10	2	11	-33	-0.1	-8
Fc1ccc(C2NCCc3c2[nH]c2ccccc32)cc1 (stereo unspecified)	7	-7	-4	2	-9	23	-0.3	-5
O=S(=O)(Nc1ccc(Cl)cc1OC(F)(F)F)C(F)(F)F	-5	5	2	4	3	-33	-0.4	-9
O=C(NNC(=O)c1cccs1)c1ccc2ncccc2c1	3	2	2	-1	-7	8	-3.5	-6
Cc1cc(C)nc(NS(=O)(=O)c2ccc(NS(=O)(=O)c3ccc(C)c(Cl)c3)cc2)n1	3	4	-1	-15	7	-10	-0.1	-5
CCC(C)n1c(=O)[nH][nH]c1=S (stereo unspecified)	18	4	3	8	1	-24	-0.5	-4
N#Cc1c(Cl)cccc1-n1cccc1	5	-5	-5	-3	0	-15	-0.9	-7
CSCC(CSC)OC(=O)Nc1ccccc1	0	1	0	4	-2	-88	-1.1	-7
O=C(Oc1ccc(Cl)cc1)c1snnc1-c1ccccc1	-3	-12	-58	-4	0	0	-1.0	-5

Single records, as listed above. Order of screens: PME-1 Maybridge, TLR4-MyD88 inh, Luminol counter, OPRK1 antag MB, S1P1 agonist, Nox1 inh, NOTCH agonist, rat GALR2 ag
Record of Clc1ccc(OCc2ccsc2Cn2cccc2)cc1 → 1, 3, -4, -9, -4, -31, 0.8, -6
Record of CSCC(CSC)OC(=O)Nc1ccccc1 → 0, 1, 0, 4, -2, -88, -1.1, -7
Record of Fc1ccc(C2NCCc3c2[nH]c2ccccc32)cc1 (stereo unspecified) → 7, -7, -4, 2, -9, 23, -0.3, -5

(continued)
molecule	PME-1 Maybridge	TLR4-MyD88 inh	Luminol counter	OPRK1 antag MB	S1P1 agonist	Nox1 inh	NOTCH agonist	rat GALR2 ag
COc1ccc(NC(=O)c2ccccc2Sc2ccccc2COC(C)=O)cc1	0	-15	4	0	-18	-14	-0.6	-3
NC(N)=NS(=O)(=O)c1c(Cl)cc(C(F)(F)F)cc1Cl	4	4	-6	4	-4	4	0.3	-4
COC(=O)c1c(C)oc(C)c1S(=O)(=O)N1CCN(C2c3ccccc3-c3ccccc32)CC1	-1	-23	-4	-6	-9	-24	-0.6	-12
O=C(NOC(=O)c1cccs1)c1ccco1	4	-14	-4	9	-2	44	-0.7	-8
O=C(Nc1ccccc1)c1csc(-c2ccccc2)n1	-4	-18	5	-6	-41	-7	0.7	-3
COC(=O)c1cc(=O)n2c(-c3cccs3)nnc2s1	2	2	0	15	-16	11	-0.7	-1
NC(c1ccccc1)c1c(O)ccc2ccccc12 (stereo unspecified)	2	2	2	6	-2	-93	0.0	0
O=c1c(NC2CCCCC2)c(NC2CCCCC2)c1=O	4	-12	-4	33	-10	2	-0.3	-6
Cc1ccc2nc3c(cc2c1)c(=O)oc1ccccc13	4	2	-4	-10	9	16	-0.2	1
COc1ccc(C(=O)N/N=C(/C(=O)O)c2ccccc2)cc1	-1	5	1	9	-11	-7	0.0	-3
CCOC(=O)CSc1nnc(OCC)n1-c1ccccc1	-2	-2	1	-1	10	-36	-0.3	-4
O=C(Sc1cccs1)C1COc2ccccc2O1 (stereo unspecified)	-2	0	2	26	-9	-35	-0.2	-8
O=C(Cc1cc(F)cc(F)c1)Nc1ccccn1	4	-13	-9	5	3	17	0.9	-5
CS/C(=N/S(=O)(=O)c1ccccc1)NNc1cc(C(F)(F)F)cc(C)n1	3	0	0	23	1	-39	0.5	-2
Cc1nn(C)c2ncc3c(=O)n(Cc4ccc(Cl)cc4)n(C)c3c12	3	1	-3	-10	10	13	-0.2	-6
O=c1cc(O)c2c(=O)n(-c3ccccc3)c(-c3ccccc3)cc2o1	0	-1	3	-2	-24	-42	·	-9
Cn1c(=O)c2c(N)c([N+](=O)[O-])c(=O)n(C)c2n(C)c1=O	8	1	-6	12	18	11	-0.4	-4
COc1ccc(OCC(O)CNC(=O)c2nccnc2C(=O)O)cc1 (stereo unspecified)	-2	-5	3	-2	-6	-13	0.3	-6
Cc1nc(Nc2ccc(Cl)cc2Cl)c(C#N)c(N(C)C)n1	2	-3	0	9	-7	-112	-0.6	-6
O=C(CSc1c(F)c(F)c(C(=O)O)c(F)c1F)Nc1cccc(C(F)(F)F)c1	-4	8	1	-10	-4	-20	0.0	-6
S=c1[nH]nc(-c2ccco2)o1	2	8	19	6	-8	-68	-0.5	-3
O=C(CSc1nnc(-c2cccs2)n1C1CCCCC1)NC(=O)Nc1ccccc1	-8	-8	0	7	-33	-38	-0.5	-5
O=C(Oc1ccc2ccccc2c1C1SCCS1)c1cccs1	-2	-13	2	0	0	-39	-0.4	2
Cc1cc(=O)[nH]c(N2CCCC2)n1	2	-13	3	3	-14	-43	0.2	-8
N#CC1=C(Cl)c2cc(Cl)ccc2SC1	4	3	-3	16	-8	6	-0.8	-9
COC(=O)CS(=O)(=O)c1nccn1C	5	-3	-4	2	-1	-4	-0.8	-6
Cc1onc(-c2c(Cl)cccc2Cl)c1C1CC(=O)Nc2ccccc2S1 (stereo unspecified)	9	·	-6	42	58	22	-0.8	-7
N#Cc1ccc(-c2cccs2)s1	2	-20	-8	0	-7	20	-0.6	2
O=C(Nc1cccnc1)Nc1csc(-c2ccc(C(F)(F)F)cc2)n1	-25	0	-4	-10	8	-10	-0.4	-7
CCCCc1c(C)nc2cc(-c3ccco3)[nH]n2c1=O	-9	-1	16	5	-8	-68	-0.3	-6

3 compounds from above, reduced to TLR4-MyD88 inh and Luminol counter.
canonical_smiles | TLR4-MyD88 inh | Luminol counter
N#CC1=C(Cl)c2cc(Cl)ccc2SC1 | 3 | -3
CCCCc1c(C)nc2cc(-c3ccco3)[nH]n2c1=O | -1 | 16
COC(=O)CS(=O)(=O)c1nccn1C | -3 | -4

Additional records follow:
molecule	PME-1 Maybridge	TLR4-MyD88 inh	Luminol counter	OPRK1 antag MB	S1P1 agonist	Nox1 inh	NOTCH agonist	rat GALR2 ag
O=C(O)CCC(=O)Nc1ccc(Oc2ccc(OC(F)(F)F)cc2)cc1	6	8	-7	18	9	8	0.2	-5
CCOC(=O)NC(=S)Nc1ccc(F)cc1F	1	11	6	-4	19	-76	-0.2	-6
COC(=O)c1scc(C)c1NS(=O)(=O)c1ccc2c(c1)CCO2	9	·	-5	27	-3	23	-0.8	-6
CCOC(=O)/C(C#N)=C/Nc1[nH]ncc1C(=O)OCC	-10	10	0	0	4	-17	-0.9	-3
O=C(Cn1nnc(N2CCOCC2)n1)NNC(=S)Nc1cccc(C(F)(F)F)c1	1	-4	11	-10	0	-7	-0.1	-8
CCn1nc(C)cc1-c1nnc(SCc2ccc(C(F)(F)F)cc2)o1	1	0	-4	9	97*	2	-0.1	-7
CC(=O)Nc1cc(C)nn1C	4	7	-2	-2	5	-23	0.1	-6
COc1cc(C(F)(F)F)nc2ccc(C#CCOC(=O)c3ccccc3)cc12	-5	-11	-3	10	-9	0	-0.9	-10
CCCCc1c(O)cc(-c2ccccc2)n(Cc2ccccc2)c1=O	-2	-5	8	-7	20	8	-0.2	-9
O=C(NC(=S)Nc1cccnc1)c1ccccc1	-1	-1	16	12	-11	12	-0.1	-3
Cc1nccc(-c2cccc(N/N=C(\C#N)S(=O)(=O)c3ccccn3)c2)n1	1	-6	-1	0	-2	-19	0.1	-7
O=C(Nc1ccc(OC(F)(F)F)cc1)N1CCN(c2ncccn2)CC1	9	-5	-7	5	17	-9	-0.9	-4
CC12CCC3(C=C1CCC1C2C(=O)CC2(C)C1CCC21OCCO1)OCCO3 (stereo unspecified)	0	0	0	-1	-16	-71	-0.2	-4
CCOC(=O)/C(=N\O)C1=CSC2=NNC(C)(C)N12	-55	6	8	25	94*	-46	-0.8	-1
Cc1cc(C(F)(F)F)cc(NNC(=O)NC(=O)c2c(F)cccc2F)n1	-2	-6	9	-10	4	15	0.1	-7
CC(=O)Nc1cccc(OCCCNS(=O)(=O)c2cn(C)c(C)n2)c1	0	3	0	-18	-6	-30	·	-11
Nc1ccccc1SC(C[N+](=O)[O-])c1ccccc1 (stereo unspecified)	7	5	0	11	15	-7	0.1	-2
O=c1[nH]c2ccc([N+](=O)[O-])cc2[nH]1	-1	0	3	-2	-13	-22	·	-9
COc1ccc(OC)c(NC(=O)C(=O)NCc2ccco2)c1	-1	3	4	4	-7	-95	0.0	-8
CCc1ccc2[nH]c(C(=O)NCc3ccccc3)cc2c1	-3	1	0	-4	21	14	0.3	-8
CCOC(=O)Cn1nc(C)c([N+](=O)[O-])c1C	1	8	1	-2	3	-85	0.1	-7
Cc1csc2nc[nH]c(=O)c12	4	-3	-4	5	0	12	0.2	-5
CCCNC(=S)NCCO	2	-6	-2	15	-2	-7	0.4	-6
Cn1nc(-c2ccc(Cl)cc2)cc1NS(=O)(=O)c1cccc2nonc12	4	-13	0	12	4	4	-0.5	-5
Cc1c(/C=N/Nc2ccccn2)sc2ccccc12	4	1	0	19	-13	-17	0.0	-5
COC(=O)c1sc(C(F)(F)F)c(-c2ccccc2)c1S(=O)(=O)Nc1ccccc1C	-1	1	3	-18	-2	3	-0.3	-12
CC(C)(CC(=O)O)CC(=O)N1CCCN(c2nccc(C(F)(F)F)n2)CC1	5	-4	-5	8	18	29	0.1	-6

Records listed so far shown as hits in S1P1 agonist:
| mol | PME-1 Maybridge | TLR4-MyD88 inh | OPRK1 antag MB | S1P1 agonist | Nox1 inh | NOTCH agonist | rat GALR2 ag |
| --- | --- | --- | --- | --- | --- | --- | --- |
| CCn1nc(C)cc1-c1nnc(SCc2ccc(C(F)(F)F)cc2)o1 | 1 | 0 | 9 | 97* | 2 | -0.1 | -7 |
| CCOC(=O)/C(=N\O)C1=CSC2=NNC(C)(C)N12 | -55 | 6 | 25 | 94* | -46 | -0.8 | -1 |
